Bioassay records deposited in PubChem by National Center for Advancing Translational Sciences (NCATS).
Pf Dd2 growth: qHTS Primary assay for Inhibitors of Plasmodium falciparum Dd2 growth in vitro. AID 1347417, 2020. Potency, µM (doses to about 28.9 µM), for inactives: top-dose activity, negative = inhibition, usual class: inhibitors. P. falciparum Dd2 growth, SYBR Green, 72 h. 120,000 tested, 4.3% active; active means well fitted inhibition curve with a large enough effect; inconclusive means small, poorly fitted or top-dose-only effect; inactive means no such curve, though single readings can be large or run the other way;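 further: plate controls were DMSO vehicle for no effect and reference drug for full effect; nearly all actives have a fitted effect of over 65% in size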
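Readout: SYBR Green fluorescence, 485 nm excitation, 535 nm emission, after ~16 h lysis at 37C. Before that, Dd2-infected red cells (2.5% hematocrit) grew 72 h with compound, 29 uM top final concentration.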
An asterisk follows results filed as active; i = inactive; u = inconclusive; [ ] = another dose, or the depositor's remark. Potency means the concentration at half of the fitted maximal effect. An excerpt (hit frequency here may not be typical).

molecule | Pf Dd2 growth
Cc1ccc(-n2c(=O)c3cccnc3n2CC(=O)Nc2cccc(C)c2C)cc1 | 3.5µM*
COc1ccc(-c2noc(COC(=O)C3=CN(C)S(=O)(=O)N=C3C)n2)cc1 | 24%
CC(=O)N1CCc2c(sc3c2c(=O)n(-c2ccccc2C)c(=O)n3Cc2cccc(F)c2)C1 | -16%
Cc1oc(-c2cccc(Cl)c2)nc1CN1CCN(S(N)(=O)=O)CC1 | -13%
O=C(NCc1nnc2n1C(C(=O)NCCc1ccc(Cl)cc1)CC2)C1CC1 (configuration not stated) | 16%
O=C(N[C@@H]1CN(Cc2cccc(OC(F)(F)F)c2)CC[C@@H]1CO)c1ccccc1 | i
CC(C)c1nc(-c2ccc(OC3CCN(C(=O)Cc4c[nH]c5ccccc45)C3)cc2)no1 (configuration not stated) | 14%[5.79 µM]
COc1ccc(-c2cccc(CCOc3cnc4c(ccn4CC(=O)O)c3)c2)c(C)c1 | i
CCN(CC)CCNC(=O)c1c(C)oc2ncnc(N3CCOCC3)c12 | 18%
CCn1c(C)c(C)c2cc(C(=O)N3CCN(c4ccccc4)CC3)ccc21 | 25%
O=C(CC(c1ccccc1)c1cccc(Cl)c1)NC1CCC(O)CC1 (configuration not stated) | -5%
Fc1ccc(Cc2nc3nccc(-c4ccccc4)n3n2)cc1 | u
COCc1cc(=O)n(CC(=O)Nc2ccc(Cl)cc2)c(N2CCOCC2)n1 | i
c1csc(-c2nc3nccc(-c4ccsc4)n3n2)c1 | -11%
Cc1ccc(CN(Cc2ccco2)c2cnc(S(C)(=O)=O)nc2C(=O)Nc2ccc(Br)cc2)o1 | u
CCS(=O)(=O)N1CCC(Cc2ccc(C(N)=O)cc2)CC1 | 39%
Cc1ccc2cc(CCC(=O)NCCN3CCN(C)CC3)c(=O)[nH]c2c1 | -15%
COc1ccc2c(c1)c(=O)c(S(=O)(=O)c1ccc(Cl)cc1)cn2C | -28%
Fc1ccc(NC(=S)N[C@H]2CO[C@H]3[C@@H]2OC[C@@H]3n2nnnc2-c2ccc3c(c2)OCO3)cc1 | 5%
CC(C)c1nc2c(c(-c3ccc(O)cc3)n1)CN(C(=O)C1CCCC1)CC2 | i
O=C(CC1(O)C(=O)N(Cc2ccccc2)c2ccc(Br)cc21)c1ccccc1 (configuration not stated) | u
O=C(CCc1nc2ccccc2s1)N1CCC(N2CC3CC(C2)[C@H]2CCCC(=O)N2C3)CC1 (some centres not stated) | -26%
COc1ccc(-c2noc([C@@H]3C[C@@H](O)CN3Cc3ccc(S(C)(=O)=O)cc3)n2)cc1 | 5%[44.1 µM]
COC1C(=O)N(C2CCN(S(=O)(=O)Cc3ccccc3)CC2)C12CCOCC2 (configuration not stated) | 2%
CCCCOc1cccc(C(=O)N(Cc2ccc(C)o2)c2ccccn2)c1 | u
O=C(c1cccc(F)c1)N1CCCC(Cc2nc(C3CCOCC3)no2)C1 (configuration not stated) | -17%
O=C(c1ccc(Cl)cc1)N1CCOC(CN(C(=O)c2ccc(F)cc2)C2CCCC2)C1 (configuration not stated) | -2%
CCC[S+](=O)([O-])NC1CCN(C(=O)N2CC3CC(C2)[C@H]2CCCC(=O)N2C3)CC1 (some centres not stated) | -13%
C=CCn1nc(C(=O)N2CCOCC2)c2c1CCC(NCc1c(OC)ccc3ccccc13)C2 (configuration not stated) | u
CNC(=O)c1cccc(S(=O)(=O)NC2CCCN(C3CCCCCC3)C2)c1 (configuration not stated) | u

Another view of some results above:
O=C(CCc1nc2ccccc2s1)N1CCC(N2CC3CC(C2)[C@H]2CCCC(=O)N2C3)CC1 (some centres not stated)
  Pf Dd2 growth: -26%

COc1ccc(-c2noc([C@@H]3C[C@@H](O)CN3Cc3ccc(S(C)(=O)=O)cc3)n2)cc1
  Pf Dd2 growth: 5%[44.1 µM]

COC1C(=O)N(C2CCN(S(=O)(=O)Cc3ccccc3)CC2)C12CCOCC2 (configuration not stated)
  Pf Dd2 growth: 2%

CCCCOc1cccc(C(=O)N(Cc2ccc(C)o2)c2ccccn2)c1
  Pf Dd2 growth: u

Further records
molecule | Pf Dd2 growth
Cc1ccc(CN2CCC(c3nnc(CN(C)C)n3C3CC3)CC2)o1 | 0%
COc1cccc(NC(=O)C2(C)CCc3cnc(NCc4ccccc4)nc32)c1 (configuration not stated) | i
CCOC(=O)c1c(Nc2cc(C)cc(C)c2)nnc(-c2ccccc2)c1-c1ccccc1 | u
O=C(c1ccc(F)cc1)N1CCC[C@H]1c1nc(-c2ccccc2Cl)no1 | -6%
CCn1cc(C(=O)N2CCN(c3cccc(C(F)(F)F)c3)CC2)c2cc(OC)c(OC)cc2c1=O | u
Cc1cc(OCC(=O)NCC2(N3CCOCC3)CCCCC2)ccc1Cl | i
Cc1ccc(C(=O)N(C)Cc2ccccc2C(F)(F)F)cc1 | i
Cc1cc(=O)n(CC(=O)NCCC(C)C)c2c1c(C)nn2C | 27%
CCC1CN(C(=O)NCc2ccc(C)cc2)c2cc(Cl)ccc2O1 (configuration not stated) | -19%
CC(=O)c1cccc(NC(=O)Cn2c(N3CCc4ccccc4C3)nc(C)cc2=O)c1 | -13%
COc1ccc(CNC(=O)Cn2c(SCC(=O)Nc3ccc(OC)cc3)nc3ccccc32)cc1 | 89%[activator]
Cc1cc(C(=O)NCC(F)(F)F)c2c(C3CCCN3)noc2n1 (configuration not stated) | 14%
CCCn1ccc2oc(C)c(C(=O)N3CCN(c4ccc(OC)cc4)CC3)c2c1=O | -4%
O=C(COc1ccccc1)Nc1ccc(S(=O)(=O)N(Cc2ccccc2)c2ccccc2)cc1 | u
COc1ccc(NC(=O)C2CCN(S(=O)(=O)c3ccc4[nH]c5c(c4c3)CCCCC5)CC2)cc1 | u
Cc1cc(C)n(Cc2ccc(C(=O)N3CCC(c4noc(-c5cccnc5)n4)C3)o2)n1 (configuration not stated) | u
CC(C)(C)OC(=O)N1CC(NCc2cccc(F)c2)C1 | u
O[C@@H]1CO[C@H]2[C@@H]1OC[C@@H]2n1nnnc1Sc1ccccc1 | i
C[C@]1(CO)[C@H]2Cc3sc(NC(=O)c4cccc(F)c4)nc3[C@@H](CC(=O)NCc3ccco3)[C@]2(C)CC[C@H]1O | 8.9µM*
CCN1c2cc(C(=O)Nc3cccc(C)c3)ccc2C(=O)N2CCCCCC21 (configuration not stated) | -15%
Cc1ccc(CNC(=O)c2ccc3c(c2)CN(Cc2cccc(F)c2F)CCO3)cc1 | -14%
COc1ccc(C(=O)N2C[C@@H]3C[C@H](C2)c2c(NS(=O)(=O)c4ccccc4)ccc(=O)n2C3)cc1 | 8%
CCCn1c2ccc(C)cc2c2nnc(SCCN3CCCCC3)nc21 | 8.9µM*
CN1CCN(CC(O)COc2ccc(CN3CC(c4ccccn4)C3)cc2)CC1 (configuration not stated) | 32%[activator]
COc1ccc(N(CC(=O)N2CCN(c3ccccc3F)CC2)S(=O)(=O)c2c(C)n[nH]c2C)cc1 | u
CNC(=O)[C@H]1C[C@H](Oc2ccccc2)CN1S(=O)(=O)c1ccc(OC)cc1 | 37%[activator]
Cn1cc(S(=O)(=O)c2ccc(Cl)cc2)c(=O)c2cc(F)c(N3CCCC3)cc21 | u
COc1nnc(-c2ccc(N3CCCCC3)c(NC(=O)c3ccc(C)cc3)c2)c2ccccc12 | -8%
CCN1CCc2c(sc(NC(=O)c3ccc(S(=O)(=O)N(CCOC)CCOC)cc3)c2C(N)=O)C1 | u
CCC(CC)C(=O)NC[C@H]1C[C@@H]2CCN1C[C@@H]2c1cc(-c2ccco2)nc(C)n1 | -30%[44.1 µM]
Cc1nc(CCC(=O)NCc2cc(Cl)cc3c(C)c(-c4ccccc4)[nH]c23)n[nH]1 | -5%
O=C1N(C2CCN(S(=O)(=O)c3cnc[nH]3)CC2)C(c2ccccc2)C12CCCC2 (configuration not stated) | -24%
Cc1nn(C)cc1C(=O)N[C@@H]1CN(S(C)(=O)=O)C[C@H]1CN(C)C | 46%[activator]
CCCOC(=O)c1ccc(Nc2c(C(=O)OCC)cnc3c(C)cc(Cl)cc23)cc1 | -24%
Cc1ccc(-c2nn3c(C)nnc3c3ccccc23)cc1S(=O)(=O)NCC(C)O (configuration not stated) | u
CC1=C(C(=O)Nc2ccccc2)C(c2ccccn2)n2nc(SCc3ccccc3Cl)nc2N1 (configuration not stated) | -13%
O=C(C1CCOCC1)N1CCC(Oc2cnc3c(ccn3-c3cncnc3)c2)CC1 | u
COCCCn1c(C)cnc1CC1CCN(S(=O)(=O)c2cccc(F)c2)CC1 | u
COc1cccc(-c2noc(CCCc3nc(C4CCOC4)no3)n2)c1 (configuration not stated) | -10%
O=C(NCc1ccc2c(c1)OCO2)c1nc(-c2ccccc2)c2ccccn12 | u
CCc1nc2c(c(-c3ccc(OC)cc3)n1)CCN(Cc1ccccc1)CC2 | u
COC(=O)c1ccc(OCC2c3cc(OC)c(OC)cc3CCN2C(=O)COc2ccc(Cl)cc2)cc1 (configuration not stated) | 10µM*
COCCCN1C(=O)c2ccccc2CC1(C)C(=O)NC1CCCCC1 (configuration not stated) | 25%
O=C(NCCCc1ccccc1)c1n[nH]c2c1CN(C(=O)c1ccc(F)cc1)CC2 | i
CCN1c2cc(C(=O)NCCC3=CCCCC3)ccc2C(=O)N2CCCCCC21 (configuration not stated) | i
CCCc1noc(-c2ccn3c(CNC(=O)c4ccoc4)nnc3c2)n1 | i
Cc1cnc(C(=O)N[C@@H]2CCC[C@@H]2C(=O)N2CCN(Cc3ccccc3)CC2)cn1 | -29%
COc1ccc(N2Cc3c(NCCCc4ccccc4)ncnc3N(C)CC2=O)cc1 | -29%
COc1cc(NC(=O)c2cc(S(=O)(=O)N3CCC(C)CC3)cn2C)cc(OC)c1OC | 23%
COc1cccc(CN2Cc3nc(-c4cccc(NC(C)=O)c4)ccc3OCC2=O)c1 | -24%[44.1 µM]
COc1ccc(-c2noc(CN3CCCCC3c3cccc(F)c3)n2)c(OC)c1OC (configuration not stated) | -19%
CS(=O)(=O)c1ccc(N2CCN(C(=O)CC3COCCN3)CC2)c(F)c1 (configuration not stated) | -13%
CC(=O)Nc1ccc(S(=O)(=O)N[C@H]2C[C@@H](c3nc(-c4ccc(F)cc4)no3)N(C)C2)cc1 | i
CCn1ccnc1CNC(=O)c1cc(OC)ccc1OC1CCN(C(=O)C2CC2)CC1 | -21%
COc1ccc(-c2nc(SCC(=O)NCCc3ccccc3)n[nH]2)cc1 | i
Cc1ccc(C)c(NC(=O)C(NS(=O)(=O)c2ccc3c(c2)CCC(=O)N3)c2ccccc2)c1 (configuration not stated) | i
CC(=O)Nc1cccc(-c2ccc3c(n2)CN(Cc2ccccc2F)C(=O)CO3)c1 | u
Cc1cc(C)cc(C(=O)Nc2c3c(nn2-c2ccccc2C)CS(=O)(=O)C3)c1 | u
O=C(CCN1CCCO1)N[C@@H]1COCC[C@@H]1OCc1ccccc1 | -12%
Cn1nccc1C(=O)N1[C@@H]2CC[C@H]1CC(NC(=O)c1ccc(F)cc1)C2 (some centres not stated) | -20%

Part of the list above in order of SMILES length, smallest number first:
molecule | Pf Dd2 growth
CCCc1noc(-c2ccn3c(CNC(=O)c4ccoc4)nnc3c2)n1 | i
COc1ccc(-c2nc(SCC(=O)NCCc3ccccc3)n[nH]2)cc1 | i
Cc1cc(C)cc(C(=O)Nc2c3c(nn2-c2ccccc2C)CS(=O)(=O)C3)c1 | u

The listing continues:
molecule | Pf Dd2 growth
Cc1ccc(-n2c(=O)c3c4c(sc3n(CC(=O)Nc3ccccc3C)c2=O)CCCCC4)cc1C | 16%
Cc1ccc(NC(=O)CN2CCN(c3ccccc3F)CC2)cc1F | 18%
O=C(Nc1ccc(Cl)cc1)N1CCC(c2nn(-c3ccc(F)cc3)c(=O)[nH]2)CC1 | u
CCN1c2cc(C(=O)NCc3ccc(OC)c(OC)c3)ccc2C(=O)N2CCCCCC21 (configuration not stated) | -23%
Cc1oc2ccn(Cc3ccccc3F)c(=O)c2c1C(=O)NCc1cccnc1 | -15%
CC(=O)N[C@H]1CC[C@]2(C)CC[C@@H](C(C)C(=O)NC3CC3)[C@H](O)[C@H]2[C@@H]1C (some centres not stated) | 3%[44.1 µM]
Cc1ccc(OCCn2c(C3CC(=O)N(Cc4ccc(F)cc4)C3)nc3ccccc32)c(C)c1 (configuration not stated) | u
O=C(NCc1c[nH]c2ncccc12)c1cccc(Br)c1 | u
Cc1ccc(C(=O)c2oc3ccccc3c2NC(=O)COc2ccccc2C)cc1 | 17%
CCc1ccccc1OCC(=O)Nc1ccc(S(=O)(=O)Nc2nc(C)cc(C)n2)cc1 | 15%
COc1ccc(C(=O)N(C)Cc2ccc(F)cc2)cc1 | i
Cc1cc(C)c(NC(=O)Cn2nc3c(cc2=O)CCCC3)c(C)c1 | 23%
O=C(NC[C@H]1OC[C@@H](N(Cc2cccs2)Cc2cccs2)[C@@H]1O)c1ccccc1 | u
Cc1nn(-c2ccccc2)c2c1cc1c(=O)[nH]c(=O)nc-1n2-c1cccc(C(F)(F)F)c1 | -5%
O=C(NCC1CC1)C1CN(c2cccc(Cl)c2)C(=O)N1 (configuration not stated) | u
COc1ccc(OC)c(NC(=O)CSc2ccc(-c3sc(C)nc3C)nn2)c1 | i
COc1ccccc1NC(=O)CN1C(=O)C(c2ccc(F)cc2)=NC1(C)C | 50%
